Tn6 DDE FP = inhibitors of Tn6 peptide binding to fibrin DD(E), primary screen, biochemical, fluorescence polarization, human fibrin, Tn6 probe. 370,000 compounds, 0.21% hits. Fibrin DD(E) TRITC-Tn6 fluorescence polarization displacement. AID 720509, 2013. inhibition, % at 8.3 µM. Fibrinogen beta chain (Homo sapiens), P02675;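 active = inhibition above a per-campaign cutoff: mean of compounds within control limits plus 3 SD, cut at about 15% in these data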;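 note: 0% = median of all compound wells on the plate and 100% = blocking peptide control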
Target sequence (P02675 whole entry, looked up): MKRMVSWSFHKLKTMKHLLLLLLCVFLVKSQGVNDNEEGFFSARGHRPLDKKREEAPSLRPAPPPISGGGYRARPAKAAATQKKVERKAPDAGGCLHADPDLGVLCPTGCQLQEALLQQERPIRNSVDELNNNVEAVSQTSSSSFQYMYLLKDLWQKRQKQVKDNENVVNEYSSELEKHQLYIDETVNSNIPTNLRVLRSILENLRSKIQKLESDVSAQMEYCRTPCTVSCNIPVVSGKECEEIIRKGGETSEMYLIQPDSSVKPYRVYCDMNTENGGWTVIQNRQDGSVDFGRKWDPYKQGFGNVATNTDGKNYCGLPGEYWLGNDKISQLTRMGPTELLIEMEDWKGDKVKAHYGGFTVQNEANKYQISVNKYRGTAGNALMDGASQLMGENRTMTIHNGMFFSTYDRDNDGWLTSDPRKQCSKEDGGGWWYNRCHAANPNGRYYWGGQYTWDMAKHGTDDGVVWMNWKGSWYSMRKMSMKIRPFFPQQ
ADAM10 inh = human ADAM10 inhibitors, primary screen, biochemical, QFRET, HTS | recombinant ADAM10, EDANS/DABCYL FRET peptide cleavage, 3 h | inhibition, % at 7 µM | 370,000 compounds, 0.62% hits | AID 720582, 2013;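 active = inhibition above a per-campaign cutoff equal to the mean of compounds falling between control-based bounds plus 3 SD, cut at about 20% in these data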;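 note: 0% = DMSO wells while the 100% control is not disclosed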
PLC-gamma1 inh = PLC-gamma1 enzyme inhibitors, primary screen, biochemical, fluorescence, purified enzyme; inhibition, % at 12.2 µM; 1-phosphatidylinositol 4,5-bisphosphate phosphodiesterase gamma-1 (Homo sapiens), P19174; AID 720700, 2013; fluorogenic substrate; 370,000 compounds, 0.84% hits; in the data active = inhibition above about 9.5%
proKLK7 act = proKLK7 zymogen activators, primary screen, biochemical, fluorescence intensity | Kallikrein-7 (Homo sapiens), P49862 | purified proKLK7, EDANS-DABCYL substrate fluorescence; 100% is mature enzyme control, 0% vehicle | activation, % at 7 µM | 370,000 compounds, 0.9% hits;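 active = activation above the mean of all tested compounds plus 3 SD, computed per campaign excluding outliers beyond control limits, cut at about 13% in these data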
TDP2 absorb = human TDP2 enzyme inhibitors, primary screen, biochemical, epi absorbance, recombinant enzyme | Tyrosyl-DNA phosphodiesterase 2 (Homo sapiens), O95551 | T5PNP hydrolysis, p-nitrophenol absorbance 415 nm | inhibition, % at 12.8 µM | 370,000 compounds, 0.34% hits;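 active = inhibition above the mean of all tested compounds plus 3 SD, set per campaign, cut at about 25% in these data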;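 note: 0% = DMSO with enzyme and 100% = buffer with substrate but no TDP2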
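System – recombinant human TDP2 · Amount – 120 nM TDP2 per well · Buffer or medium – Mg2+-containing Tris-HCl buffer, pH 7.5 · Reagent – T5PNP substrate, 5 mM · Dosing – 12.8 µM single point, 1% DMSO · Incubation – 2 h at 37 °C · Measured by – epi absorbance · Read-out basis – percent inhibition · Benchmarks – high control without enzyme, low control DMSO plus TDP2 · Repeats – singlicate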
LEDGF integ inh = blockers of LEDGF/p75-dependent integrase strand transfer – biochemical, TR-FRET, high throughput, primary screen | HIV-1 integrase (with human LEDGF/p75) | TR-FRET IN-LEDGF/p75 DNA integration, Eu/Cy5 | inhibition, % at 3.7 µM | 370,000 compounds, 0.64% hits;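 active = inhibition above the screen-wide mean plus 3 SD, cut at about 13% in these data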;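 note: signal is the Cy5 over europium emission ratio at 671 and 618 nm; 0% = plate median of compound wells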
ASAP1 inh = inhibitors of human ASAP1 ArfGAP activity, primary screen, biochemical, fluorescence polarization; 360,000 compounds, 0.19% hits; AID 624377, 2012; inhibition, % at 16.5 µM; ASAP1-stimulated ARF1 GTP hydrolysis, GDP FP detection; Arf-GAP with SH3 domain, ANK repeat and PH domain-containing protein 1 (Homo sapiens), …; in the data active = inhibition above about 25%;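 note: 0% = vehicle with enzyme and substrate and 100% = no enzyme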
Target sequence (Q9ULH1 325-724 limits assumed): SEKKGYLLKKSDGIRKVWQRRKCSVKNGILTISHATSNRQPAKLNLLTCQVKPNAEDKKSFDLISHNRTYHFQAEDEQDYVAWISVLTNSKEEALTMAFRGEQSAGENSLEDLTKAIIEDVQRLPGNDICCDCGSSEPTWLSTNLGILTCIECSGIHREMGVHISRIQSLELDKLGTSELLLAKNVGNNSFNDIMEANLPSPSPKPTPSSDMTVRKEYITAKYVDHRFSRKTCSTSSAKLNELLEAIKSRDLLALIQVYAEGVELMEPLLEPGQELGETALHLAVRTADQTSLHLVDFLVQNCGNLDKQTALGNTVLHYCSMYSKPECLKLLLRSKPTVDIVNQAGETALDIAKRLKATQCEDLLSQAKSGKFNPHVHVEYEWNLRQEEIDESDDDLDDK
ADAM17 inh = ADAM17 inhibitors, primary screen, biochemical, QFRET; 370,000 compounds, 0.83% hits; AID 720648, 2013; inhibition, % at 6.95 µM; recombinant ADAM17, EDANS/DABCYL FRET peptide cleavage;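 active = inhibition above the mean of compounds lying between control limits plus 3 SD, set per campaign, cut at about 8.5% in these data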;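 note: 0% = DMSO-only wells as the low control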
ARFGAP1 inh = inhibitors of rat ARFGAP1 GAP activity, primary screen, biochemical, fluorescence polarization, GDP tracer | AID 651572, 2012 | inhibition, % at 16.5 µM | Arfgap1-stimulated ARF1 GTP hydrolysis, GDP FP detection | ADP-ribosylation factor GTPase-activating protein 1 (Rattus norvegicus), Q62848 | 360,000 compounds, 0.26% hits;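 active = inhibition above a per-plate limit, mean inhibition of low control wells plus 3 SD, cut at about 25% in these data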;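 note: 0% = DMSO wells with enzyme and 100% = wells lacking Arfgap1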
Target sequence (Q62848 1-136 limits assumed): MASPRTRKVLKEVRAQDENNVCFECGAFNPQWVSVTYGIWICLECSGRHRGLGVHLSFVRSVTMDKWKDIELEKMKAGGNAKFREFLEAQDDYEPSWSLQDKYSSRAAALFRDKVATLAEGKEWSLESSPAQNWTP
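System: truncated rat Arfgap1 GAP domain / Benchmarks: high control wells lacking Arfgap1, low control full reaction with DMSO / Times: compound-enzyme preincubation 20 min, reaction 120 min, detection 60 min, 25 °C / Repeats: one replicate per compound / Also added: human ARF1(Δ1-17)-GTP substrate / Measured by: Tracer-displacement fluorescence polarization with EDTA stop, 620/688 nm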
DDE Tn7 FP inh = inhibitors of Tn7 peptide binding to fibrin DD(E), primary screen, biochemical, fluorescence polarization, human fibrin, Tn7 probe. Fibrinogen beta chain (Homo sapiens), P02675. 370,000 compounds, 0.13% hits. AID 720508, 2013. inhibition, % at 8.3 µM. FP displacement of FITC-Tn7 peptide from fibrin DD(E); 0% = median of compound wells per plate;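 active = inhibition above the mean of compounds falling within the control limits plus 3 SD of them, cut at about 14% in these data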;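 note: 0% = plate median of compound wells and 100% = 10 µM Aha-Tn7 peptide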
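Assay system: Human clot-derived fibrin DD(E) complex | Buffer or medium: Tris/NaCl/CaCl2 buffer, pH 7.8 | Repeats: One replicate per compound | Benchmarks: Aha-Tn7 high control | Measure: % inhibition scaled between sample-field median and high-control FP | Schedule: 10 min plus 3 h, room temperature | Signal: Fluorescence polarization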
The depositor's hits bear a star. Compounds were not picked by outcome. Share with any hit: about 4.2%.

A first look, three compounds:
`CC(C)(C)c1ccc(OCCC(=O)OCC(=O)Nc2ccc(N3CCOCC3)cc2)cc1` gave Tn6 DDE FP 0, ADAM10 inh -1, PLC-gamma1 inh 0, proKLK7 act 0.2, TDP2 absorb 5, LEDGF integ inh 0, ASAP1 inh -4, ADAM17 inh -1, ARFGAP1 inh 2 and DDE Tn7 FP inh 5.
Screening Cc1ccc(CNC(=O)C2CCCN2S(=O)(=O)c2ccc3c(c2)C(C)(C)C(=O)N3C)cc1 (centres undefined) returned Tn6 DDE FP 2, ADAM10 inh -9, PLC-gamma1 inh -1, proKLK7 act 0.0, TDP2 absorb 0, LEDGF integ inh 0, ASAP1 inh 11, ADAM17 inh 2, ARFGAP1 inh -11 and DDE Tn7 FP inh 1.
Screening O=C(C1CCCN(S(=O)(=O)Cc2ccccc2)C1)N1CCc2ccccc21 (centres undefined) returned Tn6 DDE FP -2, ADAM10 inh 2, PLC-gamma1 inh -1, proKLK7 act 0.2, TDP2 absorb 11, LEDGF integ inh 0, ASAP1 inh -7, ADAM17 inh -4, ARFGAP1 inh -5 and DDE Tn7 FP inh 2.

The whole of this part (from the top)
`CC(C)(C)c1ccc(OCCC(=O)OCC(=O)Nc2ccc(N3CCOCC3)cc2)cc1` gave Tn6 DDE FP 0, ADAM10 inh -1, PLC-gamma1 inh 0, proKLK7 act 0.2, TDP2 absorb 5, LEDGF integ inh 0, ASAP1 inh -4, ADAM17 inh -1, ARFGAP1 inh 2 and DDE Tn7 FP inh 5.
Screening Cc1ccc(CNC(=O)C2CCCN2S(=O)(=O)c2ccc3c(c2)C(C)(C)C(=O)N3C)cc1 (centres undefined) returned Tn6 DDE FP 2, ADAM10 inh -9, PLC-gamma1 inh -1, proKLK7 act 0.0, TDP2 absorb 0, LEDGF integ inh 0, ASAP1 inh 11, ADAM17 inh 2, ARFGAP1 inh -11 and DDE Tn7 FP inh 1.
Screening O=C(C1CCCN(S(=O)(=O)Cc2ccccc2)C1)N1CCc2ccccc21 (centres undefined) returned Tn6 DDE FP -2, ADAM10 inh 2, PLC-gamma1 inh -1, proKLK7 act 0.2, TDP2 absorb 11, LEDGF integ inh 0, ASAP1 inh -7, ADAM17 inh -4, ARFGAP1 inh -5 and DDE Tn7 FP inh 2.
Screening Cc1ccc(NC2CCCN(C(=O)c3ccc4[nH]ccc4c3)C2)cc1C (centres undefined) returned Tn6 DDE FP 1, ADAM10 inh 13, PLC-gamma1 inh 2, proKLK7 act -0.4, TDP2 absorb 1, LEDGF integ inh 4, ASAP1 inh 1, ADAM17 inh -2, ARFGAP1 inh 2 and DDE Tn7 FP inh -6.
`O=C(COc1ccc(Br)cc1)NCCNC(=O)c1cccnc1` gave Tn6 DDE FP 2, ADAM10 inh -5, PLC-gamma1 inh -1, proKLK7 act -0.7, TDP2 absorb -3, LEDGF integ inh -1, ASAP1 inh 5, ADAM17 inh -6, ARFGAP1 inh 3 and DDE Tn7 FP inh 2.
Screening CCCC1CCC2(CC1)CCC2OC(=S)NCc1ccc(Cl)cc1 (centres undefined) returned Tn6 DDE FP 4, ADAM10 inh 8, PLC-gamma1 inh -3, TDP2 absorb -6, LEDGF integ inh 6, ADAM17 inh 3 and DDE Tn7 FP inh 9.
Screening COc1cccc(CC(=O)OCc2csc(CC(=O)Nc3ccccc3C)n2)c1 returned Tn6 DDE FP -1, ADAM10 inh -7, PLC-gamma1 inh -1, proKLK7 act 0.6, TDP2 absorb 8, LEDGF integ inh 0, ASAP1 inh 0, ADAM17 inh 1, ARFGAP1 inh -8 and DDE Tn7 FP inh 0.
Screening CSCCCNC(=S)Nc1ccc(N2CCOCC2)cc1 returned Tn6 DDE FP 4, ADAM10 inh -6, PLC-gamma1 inh 1, proKLK7 act 0.1, TDP2 absorb 11, LEDGF integ inh 0, ASAP1 inh -2, ADAM17 inh -3, ARFGAP1 inh -8 and DDE Tn7 FP inh 5.
Cc1nn(S(=O)(=O)N2CCOCC2)c(C)c1Br was read as Tn6 DDE FP 0, ADAM10 inh -4, PLC-gamma1 inh -3, proKLK7 act 0.1, TDP2 absorb 3, LEDGF integ inh -3, ASAP1 inh -2, ADAM17 inh -3, ARFGAP1 inh -4 and DDE Tn7 FP inh -7.
COc1ccc(CCNC(=O)c2ccc(CNS(=O)(=O)c3cccc(Cl)c3)cc2)cc1OC was read as Tn6 DDE FP -5, ADAM10 inh 5, PLC-gamma1 inh 0, proKLK7 act 0.2, TDP2 absorb 2, LEDGF integ inh 2, ASAP1 inh 21, ADAM17 inh 5, ARFGAP1 inh -3 and DDE Tn7 FP inh 3.
COc1ccccc1-n1c2nc3ccccc3nc2c2c(=O)n(-c3cc(C)cc(C)c3)cnc21 was read as Tn6 DDE FP -4, ADAM10 inh -20, PLC-gamma1 inh -40, proKLK7 act -11, TDP2 absorb 2, LEDGF integ inh -1, ASAP1 inh 2, ADAM17 inh -3, ARFGAP1 inh 18 and DDE Tn7 FP inh -3.
For O=C(Cc1nn[nH]n1)Nc1cc(Cl)cc(Cl)c1 the results were Tn6 DDE FP 5, ADAM10 inh 2, PLC-gamma1 inh 2, proKLK7 act 0.2, TDP2 absorb -7, LEDGF integ inh 4, ASAP1 inh 5, ADAM17 inh -1, ARFGAP1 inh 6 and DDE Tn7 FP inh -2.
`Cc1ccc(N2CC(C(=O)OCC(=O)c3ccc([N+](=O)[O-])cc3)CC2=O)cc1` (centres undefined) gave Tn6 DDE FP -2, ADAM10 inh -7, PLC-gamma1 inh 3, proKLK7 act -0.2, TDP2 absorb -9, LEDGF integ inh 1, ASAP1 inh 1, ADAM17 inh 1, ARFGAP1 inh 10 and DDE Tn7 FP inh -8.
`OCCN(/C=N/c1nc(-c2ccc(Br)cc2)cs1)CCO` gave Tn6 DDE FP 4, ADAM10 inh 15, PLC-gamma1 inh 3, proKLK7 act 0.4, TDP2 absorb -6, LEDGF integ inh 4, ASAP1 inh 7, ADAM17 inh 2, ARFGAP1 inh 5 and DDE Tn7 FP inh -6.
`Cc1cccc(OCC(=O)NC(=S)N2CCCc3ccccc32)c1` gave Tn6 DDE FP 6, ADAM10 inh -4, PLC-gamma1 inh -18, proKLK7 act 0.8, TDP2 absorb -8, LEDGF integ inh -2, ASAP1 inh 6, ADAM17 inh -1, ARFGAP1 inh -1 and DDE Tn7 FP inh -2.
CC(C)Oc1ccc(C(=O)/C=C2/C(=O)Nc3ccccc32)cc1 was read as Tn6 DDE FP 1, ADAM10 inh -2, PLC-gamma1 inh -7, proKLK7 act -1.0, TDP2 absorb 8, LEDGF integ inh -4, ASAP1 inh 15, ADAM17 inh 3, ARFGAP1 inh 7 and DDE Tn7 FP inh -2.
Screening CN1C(=O)/C(=C/c2cn(CC(=O)NCc3ccco3)c3ccccc23)NC1=S returned Tn6 DDE FP -5, ADAM10 inh -7, PLC-gamma1 inh -3, proKLK7 act -0.3, TDP2 absorb 8, LEDGF integ inh 2, ASAP1 inh -8, ADAM17 inh -4, ARFGAP1 inh 5 and DDE Tn7 FP inh -1.
For CS(=O)(=O)Nc1cccc(-c2ccc3nncn3c2)c1 the results were Tn6 DDE FP 5, ADAM10 inh -18, PLC-gamma1 inh -7, proKLK7 act 0.6, TDP2 absorb 2, LEDGF integ inh 1, ASAP1 inh -3, ADAM17 inh -1, ARFGAP1 inh 11 and DDE Tn7 FP inh -2.
For C=CCn1c(-c2c(C)nc3cc(C)ccn23)n[nH]c1=S the results were Tn6 DDE FP -4, ADAM10 inh -3, PLC-gamma1 inh 3, proKLK7 act -0.5, TDP2 absorb -3, LEDGF integ inh -1, ASAP1 inh 4, ADAM17 inh -6, ARFGAP1 inh 8 and DDE Tn7 FP inh -4.
Screening COC(=O)[C@]12CCCCC=C1N(Cc1ccco1)C(=O)[C@H](CC(=O)NCCc1ccccc1OC)C2 returned Tn6 DDE FP -9, ADAM10 inh -17, PLC-gamma1 inh 7, proKLK7 act 0.3, TDP2 absorb -9, LEDGF integ inh -2, ASAP1 inh -5, ADAM17 inh -1, ARFGAP1 inh 3 and DDE Tn7 FP inh 1.
Screening CC1CCN(Cc2nc3c(c(=O)n(C)c(=O)n3C)n2CCCc2ccccc2)CC1 returned Tn6 DDE FP 9, ADAM10 inh 2, PLC-gamma1 inh -1, proKLK7 act 0.2, TDP2 absorb 2, LEDGF integ inh 1, ASAP1 inh 7, ADAM17 inh -6, ARFGAP1 inh 0 and DDE Tn7 FP inh -3.
For COc1ccc(/C=C/C(=O)NC(=S)NNC(=O)c2cccnc2)cc1 the results were Tn6 DDE FP 5, ADAM10 inh -6, PLC-gamma1 inh -13, proKLK7 act -0.2, TDP2 absorb -9, LEDGF integ inh -5, ASAP1 inh -2, ADAM17 inh 0, ARFGAP1 inh 2 and DDE Tn7 FP inh 5.
COc1ccc(C(CNC(=O)c2cccc(NS(=O)(=O)c3ccc(Br)cc3)c2)N(C)C)cc1 (centres undefined) was read as Tn6 DDE FP 3, ADAM10 inh -8, PLC-gamma1 inh 3, proKLK7 act -0.1, TDP2 absorb -22, LEDGF integ inh -1, ASAP1 inh -14, ADAM17 inh 1, ARFGAP1 inh 4 and DDE Tn7 FP inh -3.

Screening results from PubChem.
